Screening results (PubChem BioAssay)
RPL19A TOR yeast: alters RPL19A-GFP fluorescence in TOR pathway yeast screen. 330,000 tested, 0.3% active. S. cerevisiae RPL19A-GFP strain, flow cytometry, 3 h; hits give low values. percent response vs DMSO, % at 10 µM;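 active = percent response vs DMSO below 50%; inconclusive = fewer than 70 events counted for the yeast strain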;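 also: median channel GFP fluorescence of the barcoded RPL19A-GFP strain; ratio of sample median GFP to plate DMSO average so 100% = DMSO; lower means less RPL19A-GFP as with rapamycin TOR inhibition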
AGP1 TOR yeast: yeast TOR pathway AGP1-GFP modulation; 320,000 tested, 0.02% active; S. cerevisiae AGP1-GFP multiplex flow cytometry, 3 h; GFP as percent of DMSO wells; AID 2066; GFP response vs DMSO, % at 10 µM;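 active = GFP response relative to DMSO above a set limit, near screen average plus 3 SD, cut at about 150% in these data; inconclusive = fewer than 70 cells counted for the yeast strain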;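 also: median GFP channel fluorescence of the gated AGP1 strain per well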
GRK2 inh: inhibitors of human GRK2 displacing RNA aptamer. bead flow cytometry, FAM-aptamer displacement from GRK2. 330,000 tested, 0.59% active. AID 488847. P25098. inhibition of aptamer binding, % at 10 µM;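 active = inhibition of aptamer binding above 40%, roughly 3 SD of noise, on plates passing a quality check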;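 also: median bead fluorescence of bound FAM aptamer so fluorescent compounds give negative values; no value below 0 was filed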
Target sequence (P25098 whole entry, looked up): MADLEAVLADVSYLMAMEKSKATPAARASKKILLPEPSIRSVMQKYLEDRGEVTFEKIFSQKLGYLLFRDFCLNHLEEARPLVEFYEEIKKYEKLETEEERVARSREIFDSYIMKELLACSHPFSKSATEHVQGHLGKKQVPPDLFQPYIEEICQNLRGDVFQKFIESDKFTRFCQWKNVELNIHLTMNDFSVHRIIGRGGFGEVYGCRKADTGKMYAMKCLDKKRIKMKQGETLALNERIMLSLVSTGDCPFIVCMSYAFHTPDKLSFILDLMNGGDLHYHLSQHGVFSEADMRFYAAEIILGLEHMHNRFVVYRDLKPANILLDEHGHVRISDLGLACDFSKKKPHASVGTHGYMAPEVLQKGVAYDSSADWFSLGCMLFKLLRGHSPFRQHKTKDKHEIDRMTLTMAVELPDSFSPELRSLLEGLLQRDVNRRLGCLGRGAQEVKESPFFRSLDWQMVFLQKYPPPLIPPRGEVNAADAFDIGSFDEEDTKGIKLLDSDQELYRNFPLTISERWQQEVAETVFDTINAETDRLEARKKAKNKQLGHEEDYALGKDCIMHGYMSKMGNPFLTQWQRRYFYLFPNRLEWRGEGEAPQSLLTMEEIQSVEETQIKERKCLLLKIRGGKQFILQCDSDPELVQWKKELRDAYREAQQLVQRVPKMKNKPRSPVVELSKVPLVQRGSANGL
CIT2 TOR yeast: yeast TOR pathway CIT2-GFP modulation | GFP response vs DMSO, % at 10 µM | 320,000 tested, 0.065% active | S. cerevisiae CIT2-GFP strain, flow cytometry, 3 h; 100 means same as DMSO wells;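 active = GFP response relative to DMSO above a set limit, near the screen mean plus 3 SD, cut at about 150% in these data; inconclusive = Fewer than 70 cells measured for a yeast strain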;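 also: ratio of well median GFP fluorescence to mean of DMSO wells on the plate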
VLA-4 inh: inhibition in a human VLA-4 binding assay; VLA-4 expressing cells, ligand binding flow cytometry; inhibition, % (about 7 µM as worked out from the volumes in the protocol); 330,000 tested, 0.2% active; AID 2557; in the data active = inhibition above about 50%
MEP2-GFP yeast: modulators of TOR pathway MEP2-GFP in S. cerevisiae. 330,000 tested, 0.51% active. S. cerevisiae MEP2-GFP strain, flow cytometry GFP, 3 h; 100% = DMSO control level. AID 2016. GFP response vs DMSO, % at 10 µM;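 active = GFP response versus DMSO above a set limit, roughly screen mean plus 3 SD, cut at about 180% in these data; inconclusive = fewer than 70 cells counted for a yeast strain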;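 also: median GFP fluorescence of the barcode-gated MEP2-GFP cells per well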
GASC-1 inh: blocks human GASC-1 demethylase activity; Q9H3R0; inhibition, % at 2.35 µM; AID 2099; GST-JMJD2C(1-420) H3K9me3 demethylation, DELFIA europium; 330,000 tested, 0.069% active;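 active = more than half of a compound's replicate wells show inhibition beyond 50%, single wells judged on their own value; inconclusive = some, but no more than half, of replicates pass 50% inhibition; inactive = no replicate passes 50% inhibition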;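 also: signal counts dimethyl H3K9 product captured on neutravidin plate; 0% = median of DMSO wells and 100% = 0.3 times that DMSO median; strong numbers were not always called active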
Target sequence (Q9H3R0 1-420 limits assumed): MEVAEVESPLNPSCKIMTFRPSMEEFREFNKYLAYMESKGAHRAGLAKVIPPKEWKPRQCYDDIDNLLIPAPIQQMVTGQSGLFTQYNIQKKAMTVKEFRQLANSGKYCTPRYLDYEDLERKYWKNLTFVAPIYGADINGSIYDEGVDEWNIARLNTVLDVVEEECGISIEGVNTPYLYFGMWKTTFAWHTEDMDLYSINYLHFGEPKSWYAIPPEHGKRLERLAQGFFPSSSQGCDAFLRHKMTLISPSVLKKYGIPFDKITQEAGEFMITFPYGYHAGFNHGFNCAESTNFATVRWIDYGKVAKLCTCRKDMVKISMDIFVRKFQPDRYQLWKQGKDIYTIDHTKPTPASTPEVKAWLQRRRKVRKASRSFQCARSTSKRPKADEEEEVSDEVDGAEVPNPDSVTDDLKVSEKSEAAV
LAP4 TOR yeast: modulators of TOR pathway LAP4-GFP in S. cerevisiae. S. cerevisiae LAP4-GFP multiplex, flow cytometry GFP, 3 h; median GFP as percent of DMSO wells. GFP response vs DMSO, % at 10 µM. 320,000 tested, 0.34% active. AID 2023;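 active = GFP response vs DMSO above a set limit, about the screen mean plus 3 SD, cut at about 150% in these data; inconclusive = under 70 cell events counted for the yeast strain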
* marks the source's active call; other numbers are inactive results; ? = inconclusive; nt = not tested or not shown; & = joins results of further samples.

RPL19A TOR yeast	AGP1 TOR yeast	GRK2 inh	CIT2 TOR yeast	VLA-4 inh	MEP2-GFP yeast	GASC-1 inh	LAP4 TOR yeast	smiles
95	93	0	90	8	98	-3	97	CCOc1ccc(C(C)=O)cc1CSc1nnnn1-c1ccc(O)cc1
107	101	0	108	10	97	7	99	C/C(=N\NC(=O)c1ccc(NS(=O)(=O)c2cccs2)cc1)c1ccncc1
92	88	7	92	8	95	10	95	C=C(C)c1cccc(C(C)(C)NC(=O)NNC(=O)c2ccccc2O)c1
90	91	1	94	-9	95	0	93	CCC(=O)Nc1ccc(-c2ccc(N3CCN(C)CC3)nn2)cc1
101	nt	0	105	10	105	3	105	CCCCC(=O)NC(Nc1cc(C)ccn1)(C(=O)OCC)C(F)(F)F (centres undefined)
104	110	2	111	3	105	-5	107	COc1ccc(C(=O)N2CCNC(=O)C2CC(=O)Nc2cccc(Cl)c2Cl)cc1 (centres undefined)
95	95	1	93	1	99	2	100	O=C(CCc1nc(-c2ccc(Cl)cc2)no1)NCC1CCCO1 (centres undefined)
101	97	0	93	10	103	2	106	COc1ccc(CNC(=O)C(C)n2nc(C)n3c(cc4occc43)c2=O)cc1 (centres undefined)
98	95	0	107	8	120	8	107	Cc1cc(OCc2cccc(Cl)c2)c(C)cc1CN1CCOCC1
86	91	0	79	19	92	0	94	O=C(c1cc(-c2ccccc2)nn1-c1ccccc1)N1CCN(S(=O)(=O)c2c(F)cccc2F)CC1
102	104	2	101	-7	100	1	94	CCOC(=O)c1ccc(-n2c(C)nc3c(cnn3-c3ccccc3C)c2=O)cc1
98	103	68*	100	-14	101	-10	103	CCOC(=O)c1sc(NCc2ccco2)c(-c2nc3ccccc3s2)c1N
106	105	0	105	-3	108	-4	99	COc1ccccc1C(=O)NCC(=O)OCCCOC(=O)CNC(=O)c1ccccc1OC
97	94	3	101	16	108	94	102	COc1ccc2c(c1OC)c(=O)n1c3ccc(OC(C)C(=O)NCCCN4CCOCC4)cc3c3ccnc2c31 (centres undefined)
95	101	3	88	6	101	-25	105	CCn1cc(CN2CCCC(C(=O)c3ccc(-c4ccccc4)cc3)C2)cn1 (centres undefined)
101	100	0	103	16	107	-24	96	Cc1ccc(NC(=O)CN2CCc3cc4c(cc3C2C)OCCCO4)cc1C (centres undefined)

A second format for part of the listing above:
Compound	RPL19A TOR yeast	AGP1 TOR yeast	GRK2 inh	CIT2 TOR yeast	VLA-4 inh	MEP2-GFP yeast	GASC-1 inh	LAP4 TOR yeast
CCOC(=O)c1sc(NCc2ccco2)c(-c2nc3ccccc3s2)c1N	98	103	68*	100	-14	101	-10	103
COc1ccccc1C(=O)NCC(=O)OCCCOC(=O)CNC(=O)c1ccccc1OC	106	105	0	105	-3	108	-4	99
COc1ccc2c(c1OC)c(=O)n1c3ccc(OC(C)C(=O)NCCCN4CCOCC4)cc3c3ccnc2c31 (centres undefined)	97	94	3	101	16	108	94	102

(next part)
RPL19A TOR yeast	AGP1 TOR yeast	GRK2 inh	CIT2 TOR yeast	VLA-4 inh	MEP2-GFP yeast	GASC-1 inh	LAP4 TOR yeast	smiles
100	93	2	109	8	103	0	93	NS(=O)(=O)c1ccc(N2CCN(CCOc3ccc(Cl)cc3)CC2)nc1
102	102	0	101	0	101	3	112	CCS(=O)(=O)Nc1cc(C(=O)OC)ccc1C(=O)OC
104	105	6	102	11	103	4	103	O=C(N/N=C/c1c[nH]c2ccccc12)C1COc2ccccc2O1 (centres undefined)
112	98	0	99	-2	95	-43	113	C#CCNC(=O)C1=C[C@@H](c2ccc(C#C)cc2)C[C@@H](OCCCCO)O1
101	106	0	93	1	108	-8	99	Cc1ccc(OCC(=O)N/N=C/c2cn[nH]c2-c2ccc(Cl)c(Cl)c2)cc1
99	100	0	100	-1	94	-1	93	Cn1c(N)c(C(=O)CSc2ccccn2)c(=O)n(C)c1=O
101	103	1	102	5	100	-4	102	Cc1c(C(=O)N2CCN(c3ccccn3)CC2)sc2ncnc(N3CCOCC3)c12
102	108	0	99	3	114	3	118	O=C1CC(Sc2ccc(Cl)cc2)C(=O)N1c1ccc2c(c1)OCCO2 (centres undefined)
93	104	0	96	11	103	-2	110	Oc1ccc(O)c(Cc2nc3ccccc3[nH]2)c1
103	103	5	103	-11	95	-9	107	Cc1ccc(NC(=O)Nc2ccccc2)nc1
99	107	0	105	6	99	1	111	Cc1nc2cc3c(cc2s1)OCO3
104	102	0	99	1	103	-5	98	C=CCNC(=O)CSc1nc2ccccc2c(=O)n1CCc1ccc(OC)c(OC)c1
103	106	3	91	0	101	0	103	Cc1ccc(C(=O)NCC(=O)NCCc2ccc(S(N)(=O)=O)cc2)s1
108	111	1	106	-11	112	-1	100	Cc1c(C(=O)OC/C(O)=C(\C#N)c2nc3ccccc3[nH]2)oc2ccc(Br)cc12
97	81	0	92	-3	95	0	81	CCCONC(=O)Nc1ccccc1[N+](=O)[O-]
105	95	5	97	-203	111	0	97	CC(=O)c1ccc(N2CCN(C(=O)c3cccs3)C(C)C2)c(F)c1 (centres undefined)
99	99	6	97	4	102	-8	106	Cc1ccc(S(=O)(=O)CC(CN2CCOCC2)N2CCOCC2)cc1 (centres undefined)
103	82	0	112	-1	116	10	97	Nc1nc(-c2ccco2)c(-c2ccco2)s1
94	92	3	92	6	94	137	86	CCOC(=O)/C(C(C)=O)=C1\OC(=O)c2ccccc21
91	87	3	93	2	95	-1	100	O=C(c1ccc(Br)o1)N1CCN(c2ccccc2F)CC1
104	105	2	100	14	101	-6	87	CC(=O)N1CCc2c(sc(NC(=O)Cc3ccc(F)cc3)c2C#N)C1
100	97	0	101	14	97	0	96	Cc1ccc(N(C(=O)c2ccc(S(=O)(=O)N(C)C)cc2)C2C=CS(=O)(=O)C2)cc1 (centres undefined)
96	98	1	105	1	94	132	97	CCn1ncc(C2=NOC(C(=O)N3CCN(c4ccccc4)CC3)C2)c1C (centres undefined)
97	94	3	95	-8	98	14	100	Cc1ccc(CNC(=O)CCC(=O)N2CC(C)Oc3ccccc32)cc1 (centres undefined)
109	77	1	67	5	97	-4	90	Cc1ccc(S(=O)(=O)NCc2ccco2)cc1C
102	94	0	98	0	98	-8	97	CCOc1ccc(NC(=O)C(C)O)c(NS(=O)(=O)c2ccc(CCNC(C)=O)cc2)c1 (centres undefined)
107	115	0	107	-2	107	nt	109	Cc1cc(C)cc(S(=O)(=O)Cc2noc(C(=O)NCc3ccccc3)c2C(=O)NCc2ccccc2)c1
99	102	4	112	-9	101	-7	93	COCCn1nnnc1C(c1ccc(OC)cc1)N1CCC(C)CC1 (centres undefined)
98	102	5	102	10	107	5	96	NC(=S)Nc1cnc2ccccc2c1
102	101	2	97	7	108	-2	90	Cc1ccc(-c2n[nH]c(=O)c3ccccc23)c(C)c1
101	99	6	110	-6	104	6	87	NC(=O)c1ccc(NC(=O)Cc2cccs2)cc1
95	96	2	98	52*	98	8	96	Cc1cc(C)cc(C(=O)NCC(=O)OCC(=O)N2CCCCC2)c1
100	106	0	103	-1	104	6	106	O=C(CSc1ccc(/C=N/NC(=O)c2cccc(F)c2)o1)Nc1ccccc1
95	100	0	103	-9	100	0	98	COc1ccc(OC)c(NC(=O)C(CC(=O)O)Cc2ccc(Cl)cc2)c1 (centres undefined)
95	69	1	96	7	94	2	103	c1ccc(-c2cc(-c3ccccc3)n3ncnc3n2)cc1
95	89	0	94	-11	94	-1	81	Cc1ccc(C(=O)NCCCN2CCOCC2)cc1N1CCCC1=O
112	114	1	109	5	114	-2	102	CCOc1cc(C(=S)N2CCOCC2)ccc1OS(=O)(=O)c1ccccc1[N+](=O)[O-]
85	129	4	76	-3	78	-10	71	CCc1ccc(-n2nnnc2SCC(=O)Nc2ccc(NC(C)=O)cc2)cc1
98	98	2	102	-12	106	-1	90	CCc1ccccc1S(=O)(=O)Cc1ccc(C(=O)NC(C)C)o1
101	nt	2	92	17	108	6	110	CC(=O)Oc1cc2c(cc1Cl)C1(CC(c3ccccc3Cl)O2)CC(C)(C)NC(=S)N1 (centres undefined)
102	98	1	94	8	97	3	92	CC(=O)N1c2ccc(S(=O)(=O)N3CCCCC3)cc2CC1C (centres undefined)
102	102	2	99	12	110	26	98	CCOCc1nnc(NC(=O)CCC2CCCCC2)s1
98	99	2	98	6	104	4	109	CC1CCN(C(C(=O)Nc2ccc(C(C)C)cc2)c2ccc3c(c2)OCO3)CC1 (centres undefined)
96	100	2	93	8	91	-14	97	CCc1ccccc1N(C)S(=O)(=O)c1cc(-c2cc(C)no2)ccc1OC
103	108	2	103	1	106	-9	102	Cc1ccccc1Cn1cc(NC(=O)c2noc(C(C)C)c2[N+](=O)[O-])cn1
97	86	2	93	5	101	-8	99	COC(=O)c1cc(N=CC2=C(O)CC(C)(C)CC2=O)cc(C(=O)OC)c1
98	99	0	105	2	107	2	99	Cc1ccc(NC(=O)N2CCC(NC(=O)c3ccccc3C)CC2)cc1
93	100	0	96	-8	99	5	109	Cc1nc(-c2ccccc2OC(F)(F)F)[nH]c(=O)c1Cl
96	100	3	98	-1	97	-7	104	CN1c2ccsc2C(O)=C(C(=S)Nc2ccccc2)S1(=O)=O
98	95	1	93	7	91	11&2	86	O=C(NCc1ccco1)c1cc2n(n1)C(C(F)(F)F)CC(c1ccc(F)cc1)N2 (centres undefined)
100	108	1	91	16	101	-2	121	Cc1ccc2nc(NC(=O)CSCC(=O)OCC(=O)c3ccc(Br)cc3)sc2c1
98	97	1	94	23	96	9	97	Cc1ccc(C(=O)OCC(=O)NCC2COc3ccccc3O2)cc1 (centres undefined)
100	99	0	97	7	94	2	99	Fc1cccc(Cl)c1-c1nnc2ccc(C(F)(F)F)cn12
99	102	2	98	-1	95	-1	92	Cc1cc2ccccn2c1C(=O)Nc1ccc(Cl)cc1
96	85	0	93	8	97	11	97	C/C(=N\NC(=O)C1COc2ccccc2O1)c1ccc(Cl)s1 (centres undefined)
?	?	0	?	4	?	-7	?	Cc1nnc2c(Oc3ccccc3)nc3ccccc3n12

The listing continues.
RPL19A TOR yeast	AGP1 TOR yeast	GRK2 inh	CIT2 TOR yeast	VLA-4 inh	MEP2-GFP yeast	GASC-1 inh	LAP4 TOR yeast	smiles
100	109	0	102	14	100	5	102	COc1ccc(Cn2nnnc2CN(CCCN2CCOCC2)Cc2cc3cc(OC)ccc3[nH]c2=O)cc1
102	106	0	113	-6	102	-8	107	O=c1[nH]c(CSc2ccccc2)nc2c1oc1ccccc12
101	111	3	105	9	107	-14	100	COc1cc(/C=N/NC(=O)CSCc2ccc([N+](=O)[O-])cc2)cc(OC)c1OC
101	102	3	102	6	106	24	102	Cn1c2c(c(=O)n(C)c1=O)C1c3ccccc3OCC1C(C)(C)O2 (centres undefined)
100	96	2	109	-3	121	29	97	CC(C)[C@H](NC(=O)c1ccccc1Cl)C(=O)OCc1cc(=O)n2cc(Br)ccc2n1
94	99	0	87	3	92	-3&-11	104	COc1cc(-c2nnn(CC(=O)NC3CCS(=O)(=O)C3)n2)ccc1OCc1ccccc1 (centres undefined)
95	93	1	90	3	93	-7	104	O=C(Nc1ccccc1)C1=C(O)CC(c2ccc(Cl)cc2)N2CCN=C12 (centres undefined)
98	107	0	94	2	98	0	101	CCN(CC)c1nc(N)n(CCSC(=S)N(C)C)c(=O)n1
91	117	3	111	-9	109	-11	124	O=C(COC(=O)/C=C/c1ccc(OC(F)F)cc1)Nc1ccc(S(=O)(=O)N2CCCC2)cc1
102	107	1	99	4	108	25	105	C=CCN(CC=C)C(=O)CN1C(=O)c2ccccc2C1=O
99	104	0	98	-4	101	0	108	O=C(CN1CCC(C(=O)O)CC1)Nc1ccccc1Oc1ccccc1
